# HP1b chromo inh: HTS for Inhibitors of HP1-beta Chromodomain Interactions with Methylated Histone Tails. Potency, µM (titrated, usually from 114 µM), without a hit: at the top dose activity change, negative = inhibition, hits mostly inhibitors. hit rate 0.56% among 390,000. AlphaScreen HP1-beta / biotin-H3K9me3 peptide binding. AID 540317, 2011; further: nearly all actives have a fitted effect of over 70% in size; inactives centre near 23
#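 Compound inhibition of the preformed complex between 50 nM HP1-beta and 50 nM biotinylated H3K9me3 peptide was read by AlphaScreen. Buffer was PBS pH 7.4 with 0.01% Tween-20. Incubations ran 30 min at room temperature, with 10 ug/mL donor/acceptor beads.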
# G9a inh: qHTS Assay for Inhibitors of Histone Lysine Methyltransferase G9a | Histone-lysine N-methyltransferase EHMT2 (Homo sapiens), Q96KQ7 | G9a H3K9 monomethylation, AlphaScreen, 2 h | Potency, µM (doses to about 102 µM), inactives show at the highest dose activity, negative = inhibition, usual class: inhibitors | hit rate 8.8% among 350,000 | AID 504332, 2011; further: on the % scale 0 is the no-effect control and ±100 the full control effect; nearly all actives have a fitted effect of over 75% in size
#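 Signal arises when biotinylated H3K9 peptide, once monomethylated, bridges streptavidin donor and antibody-captured acceptor beads. Enzyme at 20 nM was preincubated 15 min with test compounds; peptide 500 nM and SAM 20 uM then reacted for 2 h.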
# GLS inhibitor: qHTS for Inhibitors of Glutaminase (GLS). Glutaminase kidney isoform, mitochondrial (Homo sapiens), O94925. Potency, µM (top dose mostly 45.5 µM), inactives show at the highest dose activity change, negative = inhibition, hits mostly inhibitors. hit rate 0.21% among 410,000. GLS enzymatic activity, qHTS titration; further: on the % scale 0 is the no-effect control and ±100 the full control effect
#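 hKGA; 45 mM KH2PO4 pH 8.2 + 0.02% Tween-20; cpd via pin tool; 1 mM Gln soln; GluOx/HRP/Amplex Red; RT 30 min; fluor. t0 & final.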
# PGK inhibitor: qHTS Assay to Find Inhibitors of Phosphoglycerate Kinase. Phosphoglycerate kinase, glycosomal (Trypanosoma brucei brucei), P07378. hit rate 0.043% among 380,000. PGK/GAPDH coupled, Kinase-Glo luminescence, 60 min. Potency, µM (titrated, usually from 57.5 µM), for inactives: at the top dose activity change, negative = inhibition, actives largely listed as inhibitors; further: on the % scale 0 is the no-effect control and ±100 the full control effect; nearly all actives have a fitted effect of over 60% in size
#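 Recombinant glycosomal PGK reaction used 1,3-bisphosphoglycerate generated in-well by GAPDH (100nM final) in 100mM TEA pH 7.6, 5mM MgCl2, 0.01% Tween-20. After 60 minutes at room temperature, ATP was read by Kinase-Glo Plus luminescence end-point.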
# JMJD2A Tudor: qHTS Assay for Inhibitors of JMJD2A-Tudor Domain. Lysine-specific demethylase 4A (Homo sapiens), O75164. AlphaScreen JMJD2A-Tudor / H3K4me3 peptide binding. Potency, µM (highest dose often 114 µM), inactives show at the highest dose activity change, negative = inhibition, actives largely listed as inhibitors. hit rate 4.4% among 390,000; further: on the % scale 0 is the no-effect control and ±100 the full control effect; nearly all actives have a fitted effect of over 50% in size
# Target sequence (O75164 whole entry, looked up, the tested form may be a part): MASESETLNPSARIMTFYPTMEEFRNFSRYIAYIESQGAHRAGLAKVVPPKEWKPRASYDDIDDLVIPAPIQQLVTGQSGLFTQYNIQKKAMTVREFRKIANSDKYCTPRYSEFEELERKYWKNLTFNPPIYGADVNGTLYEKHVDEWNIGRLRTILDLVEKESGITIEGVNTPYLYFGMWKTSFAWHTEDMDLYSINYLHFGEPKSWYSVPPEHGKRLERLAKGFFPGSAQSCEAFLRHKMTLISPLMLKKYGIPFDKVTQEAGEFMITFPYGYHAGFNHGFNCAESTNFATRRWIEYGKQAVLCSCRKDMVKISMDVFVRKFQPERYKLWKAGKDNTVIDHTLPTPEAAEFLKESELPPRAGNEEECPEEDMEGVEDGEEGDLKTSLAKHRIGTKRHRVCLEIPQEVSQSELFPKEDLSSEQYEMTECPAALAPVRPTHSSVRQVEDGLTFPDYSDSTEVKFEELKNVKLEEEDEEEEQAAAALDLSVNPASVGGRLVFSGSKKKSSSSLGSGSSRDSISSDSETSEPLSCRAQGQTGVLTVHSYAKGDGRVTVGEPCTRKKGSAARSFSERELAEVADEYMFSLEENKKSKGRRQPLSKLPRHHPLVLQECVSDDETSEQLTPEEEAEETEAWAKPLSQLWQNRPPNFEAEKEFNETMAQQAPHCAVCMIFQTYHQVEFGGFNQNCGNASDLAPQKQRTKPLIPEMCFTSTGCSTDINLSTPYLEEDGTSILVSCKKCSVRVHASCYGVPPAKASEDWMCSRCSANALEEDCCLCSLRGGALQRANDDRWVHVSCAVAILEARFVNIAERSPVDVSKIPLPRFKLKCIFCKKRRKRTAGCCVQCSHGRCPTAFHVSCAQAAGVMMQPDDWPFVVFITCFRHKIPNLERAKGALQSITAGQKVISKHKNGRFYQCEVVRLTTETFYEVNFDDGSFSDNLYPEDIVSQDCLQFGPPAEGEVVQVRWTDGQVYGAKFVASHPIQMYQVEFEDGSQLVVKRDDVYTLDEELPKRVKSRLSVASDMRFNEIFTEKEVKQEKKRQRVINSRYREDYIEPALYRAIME
# BLM helicase inh: qHTS Assay for Inhibitors of Bloom's syndrome helicase (BLM) | Potency, µM (series often up to 56.1 µM), for the others: at the top dose activity change, negative = inhibition, actives largely listed as inhibitors | AID 2528, 2010 | recombinant BLM DNA unwinding, fluorescence dequenching | RecQ-like DNA helicase BLM (Homo sapiens), P54132 | hit rate 0.2% among 350,000;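 further: plate controls were vehicle for no effect and no enzyme for full effect; nearly all actives have a fitted effect of over 35% in size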
# BAZ2B block: qHTS Assay for Inhibitors of BAZ2B; AlphaScreen BAZ2B-H3K14Ac peptide displacement; Potency, µM (top dose mostly 114 µM), for inactives: at the top dose activity change, negative = inhibition, hits mostly inhibitors; Bromodomain adjacent to zinc finger domain protein 2B (Homo sapiens), Q9UIF8; hit rate 4.4% among 360,000; AID 504333, 2011; further: on the % scale 0 is the no-effect control and ±100 the full control effect; nearly all actives have a fitted effect of over 60% in size
#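 Compounds, titrated to a top concentration of 110 uM, were incubated 30 min at room temperature with preformed BAZ2B/acetyl-K14 H3 peptide complex (50 nM each). Proximity signal was measured by AlphaScreen after 20 min with beads.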
# Pin1 inhibitor: qHTS Assay to Find Inhibitors of Pin1; Peptidyl-prolyl cis-trans isomerase NIMA-interacting 1 (Homo sapiens), Q13526; Pin1 FP peptide displacement, HiFluor488, 10 min; Potency, µM (series often up to 115 µM), inactives show top-dose activity, negative = inhibition, actives largely listed as inhibitors; hit rate 0.009% among 390,000; active means well fitted inhibition curve with a large enough effect in the polarisation, with a control signal flat, not every such curve was filed as active; inconclusive means small, poorly fitted or top-dose-only effect, or effect the other way, or a change in a side signal; inactive means no such curve, though single readings can be large or run the other way; the % refers to the polarisation; further: on the % scale 0 is the no-effect control and ±100 the full control effect
# Pol iota inh: qHTS for Inhibitors of Polymerase Iota; Potency, µM (series often up to 115 µM), for inactives: at the highest dose activity, negative = inhibition, hits mostly inhibitors; hit rate 1% among 390,000; Pol iota fluorescent replication assay, 10 min; AID 588590, 2011; DNA polymerase iota (Homo sapiens), Q9UNA4
#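 Fluorescent replication assay read twice, at 0 min and 10 min after adding 50 nM (final) substrate. Enzyme (10 nM) and compounds were first incubated 15 min at room temperature; enzyme-free buffer wells were negative controls.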
# * hit, by the source's call; i = inactive; ? = inconclusive; . = no result given; [ ] = dose if it differs, or a comment. Unless noted, the call rests on the fitted dose curve; in most records, active means well fitted curve in the direction sought with a large enough effect; inconclusive means small, poorly fitted or top-dose-only effect, or another doubt; inactive means no such curve, though single readings can be large; an effect the other way counts as inactive or inconclusive. Potency means the concentration at half of the fitted maximal effect. A portion of the library (hit frequency here may not be typical).
# The first 8 entries (preview)
SMILES,HP1b chromo inh,G9a inh,GLS inhibitor,PGK inhibitor,JMJD2A Tudor,BLM helicase inh,BAZ2B block,Pin1 inhibitor,Pol iota inh
COc1ccc(C(=O)C2CCCN(Cc3cnc(N4CCOCC4)s3)C2)c(OC)c1 (centres undefined),23%,2%,-1%,-8%,-8%,1%,-9%,-10%,48%
CN(Cc1nccn1C)C(=O)C1CCC(=O)N(Cc2cccc(C(F)(F)F)c2)C1 (centres undefined),28%,10%,5%,-9%,-15%,1%,-2%,-6%,34%[activator]
COc1cccc(Oc2cc(Cl)nc(N)n2)c1,30%,77%[activator],-25%,-3%,-16%,0%,-16%,2%,62%[activator]
Cc1ccc(S(=O)(=O)N2CCN(C(=O)CCCN3C(=O)NC4(CCCC4)C3=O)CC2)cc1C,23%,-11%[2.33 µM],0%,2%,-1%,.,11%,2%,-12%
CC(NS(=O)(=O)c1cn(C)c(=O)n(C)c1=O)c1ccccc1 (centres undefined),9%,21%,2%,-3%,-15%,-1%,-1%,-4%,7%
Cc1ccc(S(=O)(=O)N2CCN(C(=O)c3ccco3)CC2)cc1,-8%,-4%,-11%,-4%,?,-3%,-13%,-2%,158%[activator]
CCOC(=O)c1c(O)c2ccccc2n(CC)c1=O,14%,?,15%,-5%,?,-3%,-26%,0%,-29%
N#Cc1ccc(-c2ccc(F)cc2)nc1Sc1ccccc1,45%,17%,-5%,-9%,10%,-1%,-4%,0%,0%

# The list itself, repeating the preview:
SMILES,HP1b chromo inh,G9a inh,GLS inhibitor,PGK inhibitor,JMJD2A Tudor,BLM helicase inh,BAZ2B block,Pin1 inhibitor,Pol iota inh
COc1ccc(C(=O)C2CCCN(Cc3cnc(N4CCOCC4)s3)C2)c(OC)c1 (centres undefined),23%,2%,-1%,-8%,-8%,1%,-9%,-10%,48%
CN(Cc1nccn1C)C(=O)C1CCC(=O)N(Cc2cccc(C(F)(F)F)c2)C1 (centres undefined),28%,10%,5%,-9%,-15%,1%,-2%,-6%,34%[activator]
COc1cccc(Oc2cc(Cl)nc(N)n2)c1,30%,77%[activator],-25%,-3%,-16%,0%,-16%,2%,62%[activator]
Cc1ccc(S(=O)(=O)N2CCN(C(=O)CCCN3C(=O)NC4(CCCC4)C3=O)CC2)cc1C,23%,-11%[2.33 µM],0%,2%,-1%,.,11%,2%,-12%
CC(NS(=O)(=O)c1cn(C)c(=O)n(C)c1=O)c1ccccc1 (centres undefined),9%,21%,2%,-3%,-15%,-1%,-1%,-4%,7%
Cc1ccc(S(=O)(=O)N2CCN(C(=O)c3ccco3)CC2)cc1,-8%,-4%,-11%,-4%,?,-3%,-13%,-2%,158%[activator]
CCOC(=O)c1c(O)c2ccccc2n(CC)c1=O,14%,?,15%,-5%,?,-3%,-26%,0%,-29%
N#Cc1ccc(-c2ccc(F)cc2)nc1Sc1ccccc1,45%,17%,-5%,-9%,10%,-1%,-4%,0%,0%
O=C(c1ccc(Cl)c(Cl)c1)c1cc(-c2ccccn2)c(N2CCOCC2)s1,143%[activator],88%[activator],-10%,i,75%[activator],-9%,48%[activator],?,3%
CCN(CC)C(=O)Cn1cc(S(=O)(=O)CC(=O)Nc2ccccc2C)c2ccccc21,20%,.,7%,9%,2%,.,.,0%,1%
CCOC(=O)NNC(=O)c1[nH]c2ccc(Br)cc2c1-c1ccccc1,21%,12%,6%,-1%,-25%,-10%,-30%,-2%,-9%
CC(C(=O)Nc1ccccc1)n1nnc2sc3c(c2c1=O)CCCC3 (centres undefined),2%,16µM*,7%,.,-31%,-3%,-16%,43%[activator],?
O=C(COC(=O)COc1cccc2ccccc12)NCC(F)(F)F,25%,2%,2%,i,-20%,-2%,-1%,1%,48%[activator]
CC1CC(=O)N(CC(=O)NCc2ccc(F)cc2)c2ccccc2S1(=O)=O (centres undefined),44%[activator],-6%,-6%,-1%,2%,0%,-6%,-6%,38%[activator]
COc1ccc(Cl)cc1NC(=O)COC(=O)c1c(-c2ccccc2)noc1C,43%[activator],14%[59 µM],2%,-6%,21%,.,-2%,9%,6%
CCC(C)(C)C1CCc2[nH]nc(C(=O)NCCN3CCOCC3)c2C1 (centres undefined),22%,-11%[2.33 µM],2%,1%,-4%,.,8%,1%,17%
COc1ccc(C(=O)OCC(=O)c2c(N)n(C)c(=O)n(C)c2=O)cc1OC,22%,-24%,0%,i,1%[57.1 µM],0%,-8%,4%,84%[activator]
Cc1c2c(nc3nc4ccccc4n13)CC(C)(C)CC2=O,41%,5%[12.7 µM],-6%,i,-3%,-4%,8%,-9%,0%
CSc1nc(-c2ccccc2)nc(NC(=O)c2ccccc2)c1C(C)=O,20%,-2%,-3%,i,-11%,-2%,-3%,2%,31%[activator]
CCCCC(=O)NC(=S)Nc1ccc(Cl)c(C(=O)O)c1,8%,?,5%,2%,-6%,-3%,?,1%,31%[activator]
COc1ccc(CCN(C)C2CCCN(S(=O)(=O)c3ccccc3)C2)cc1OC (centres undefined),21%,.,3%,-6%,-4%,2%,?,-5%,-21%
Cc1nn(-c2ccccc2)c2c1C(c1ccc(Cl)cc1)N(c1ccccc1)C(=O)N2 (centres undefined),17%,-20%[59 µM],7%,-1%,-21%,-6%,-34%,2%,9%
COCCNC(=O)CN1CCC(NC(=O)Nc2ccc(C(F)(F)F)cc2)CC1,18%,8%[59 µM],0%,-9%,-27%,1%,3%,-3%,1%
Cc1ccc2c(Cl)cc(Cl)c(OCC(=O)NCCc3ccccn3)c2n1,36%,-25%,2%,3%,-15%,3%,-25%,3%,17%
CC(=O)Nc1ccc(NC(=O)C(C)OC(=O)c2cccc(S(=O)(=O)N3CCCCC3)c2)cc1 (centres undefined),23%,?,6%,2%,-8%,-4%,-11%,20%,0%
COc1ccc(CC(=O)NCC(=O)N/N=C/c2cc(Br)ccc2OC)cc1,27%,15%,-7%,i,-17%,0%,1%,-11%,34%[activator]
O=C(c1ccc2c(=O)n(-c3ccccc3)c(=O)[nH]c2c1)N1CCN(Cc2cccs2)CC1,40%[activator],.,.,.,-10%,.,.,1%,18%
O=C(CNCc1ccc(F)cc1)Nc1ccc(C(=O)N2CCCCC2)cc1,?,10µM*,0%,0%,1.1µM*,-2%,32µM*,?,51%[activator]
CCc1ccc(N/C(SCc2ccccc2C)=C(/C#N)C(=O)NCc2ccco2)cc1,7%,14%[2.33 µM],7%,-1%,-27%,-12%,-31%,?,-9%
Cn1nc(C(F)(F)F)c(-c2cccc(C(F)(F)F)c2)c1NC(=O)c1nccnc1C(=O)O,25%,.,-13%,-3%,-22%,3%,?,-1%,26%
CCC(=O)NCC(=O)OCC(=O)c1ccccc1,?,-15%[59 µM],25µM*,-5%,?,5%,-3%,-8%,-6%
CN(C)CCNC(=O)/C=N/O,10%,-7%[59 µM],22%,-1%,-17%,0%,-2%,-2%,24%
Cc1nn(Cc2ccccc2)c(Cl)c1/C=C/C(=O)OC(C(=O)NC(N)=O)C(C)C (centres undefined),34%,3%,14%,-2%,-15%,-6%,-2%,22%,1%
COCCOC(=O)C1=C(C)OC(N)=C(C#N)C1c1ccc2c(c1)OCO2 (centres undefined),-5%,-50%[59 µM],23%,-4%,-27%,1%,-24%,-1%,0%
O=C(NCc1ccccn1)c1ccc(Cl)c(S(=O)(=O)NCc2ccccc2)c1,42%[activator],36%[12.7 µM],0%,-7%,-5%,.,-3%,-12%,26%
CCN(CC(=O)Nc1ccc(OC)cc1)C(=O)c1cc(S(=O)(=O)N(C)C)ccc1N1CCCC1,30%,29%[12.7 µM],-1%,8%,-18%,.,21%,-4%,9%
CC(=O)C1=C(O)C(=O)N(c2ccc(Br)cc2)C1c1cccc(F)c1 (centres undefined),11%,45µM*,14%,-7%,-23%,-6%,-34%,-2%,5%
COc1ccccc1CNC(=O)CCC(=O)N1CCOc2ccc(Cl)cc21,48%[activator],1%,2%,i,-3%,-4%,13%,-2%,31%
Cc1ccc(NNC(=O)C(O)(c2cccc(C(F)(F)F)c2)c2cccc(C(F)(F)F)c2)cc1,13%,32µM*,17%,i,-24%,-11%,-28%,0%,4%
CC(=O)Nc1ccc2nc(NC(=O)c3cccnc3)sc2c1,36%,-33%,2%,5%,-11%,-22%,-23%,?,?
COc1ccc(OC)c2c1CCC2=O,18%,4%[59 µM],3%,1%,0%,1%,-2%,0%,4%
CC(=O)Nc1ccc(S(=O)(=O)N(C)CC(=O)OCC(=O)N2CCN(C(=O)c3ccco3)CC2)cc1,20%,-9%[0.501 µM],-14%,-21%,-23%,.,?,-1%,40µM*

# High-throughput results as filed in PubChem BioAssay.
